# Source: PubChem BioAssay (several laboratories)
# SRC1 inh = inhibitors of human steroid receptor coactivator 1 (SRC1); Q15788; AID 588354; 0.12% of 360,000 active; HEK293 GAL4-SRC1 luciferase reporter, luminescence; inhibition, % at 3.6 µM;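 active = inhibition above the campaign mean plus 3 SD, with each screening campaign given its own cutoff, cut at about 60% in these data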;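 note: 0% = DMSO treated cells and 100% = gossypol at 36 µM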
# LMP1 NFkB inh = Epstein-Barr LMP1 NF-kappaB reporter inhibition; LMP1-induced NF-kappaB luciferase reporter cells, luminescence; inhibition, % at 12.5 µM; 0.69% of 350,000 active; AID 504558; in the data active = inhibition above about 41%;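 note: 0% = neutral control wells and 100% = reference inhibitor control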
# NOD2-RIPK2 inh = NOD2-RIPK2 protein interaction inhibition; O43353; CHO BLA complementation NOD2-RIPK2, CCF4 ratio; inhibition, % at 4.98 µM; 0.38% of 360,000 active; AID 624267; in the data active = inhibition above about 21%;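 note: 0% = vehicle only and 100% = reference blocker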
# COUP-TFII inh = blocks human COUP-TFII nuclear receptor; inhibition, % at 8.6 µM; HEK293T NGFI-A luciferase reporter, luminescence; 0.7% of 370,000 active;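 active = inhibition above a per-plate cutoff, mean inhibition of test wells between control levels plus 3 SD, cut at about 38% in these data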;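 note: cells cotransfected with COUP-TFII expression vector driving the NGFI-A reporter; 0% = median of COUP-TF2 test wells and 100% = reporter-only cells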
# Target sequence (P24468 whole entry, looked up): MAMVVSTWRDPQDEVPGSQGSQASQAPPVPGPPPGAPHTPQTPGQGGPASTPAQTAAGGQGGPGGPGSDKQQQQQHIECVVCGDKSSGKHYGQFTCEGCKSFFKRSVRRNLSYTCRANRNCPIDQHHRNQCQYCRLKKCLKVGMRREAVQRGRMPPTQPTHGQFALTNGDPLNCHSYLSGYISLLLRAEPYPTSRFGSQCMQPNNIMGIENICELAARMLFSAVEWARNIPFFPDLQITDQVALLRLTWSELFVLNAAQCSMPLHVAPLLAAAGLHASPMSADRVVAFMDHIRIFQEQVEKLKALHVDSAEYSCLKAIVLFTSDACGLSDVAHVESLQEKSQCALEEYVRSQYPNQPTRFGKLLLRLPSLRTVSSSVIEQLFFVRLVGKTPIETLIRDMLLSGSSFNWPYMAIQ
# NCOA3 inh = inhibits human SRC3 coactivator; inhibition, % at 3.6 µM; Q9Y6Q9; HEK293 GAL4-SRC3 luciferase reporter, luminescence; AID 588352; 0.17% of 360,000 active;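 active = inhibition above a per-campaign cutoff, the mean of all compounds plus 3 SD, cut at about 60% in these data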;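 note: 0% = DMSO-treated cells and 100% = gossypol-treated cells at 36 µM; higher means less SRC3-driven luciferase light from the GAL4 reporter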
# TRAIL sens C8 = caspase-8 TRAIL sensitization. NB7+C8 cells + TRAIL, ATPlite viability luminescence. inhibition (viability loss, TRAIL sensitization), % at 10 µM. 1% of 360,000 active. AID 624354;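 active = compounds causing at least 50% loss of cell viability in the single-dose screen, relative to plate controls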
# TLR9-MyD88 inh = inhibitors of human TLR9-MyD88 binding; Q9NR96+Q99836; CHO BLA complementation TLR9-MyD88, CCF4 FRET ratio; inhibition, % at 4.98 µM; 0.21% of 340,000 active; AID 504734;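 active = inhibition above the mean over all tested compounds plus 3 SD, cut at about 21% in these data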;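 note: 0% = DMSO only wells and 100% = clavulanate BLA inhibitor control wells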
# TROY NFkB inh = blocks TROY-dependent signaling in reporter cells | 0.98% of 360,000 active | inhibition, % at 10 µM | Q293 LMP1-TROYcd NF-kB luciferase reporter, 4 h;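 active = compounds whose plate-normalised and pattern-corrected inhibition of the luciferase reporter signal at the single screening dose is 50% or more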
# TWEAK-Fn14 inh = inhibitors of TWEAK-Fn14 interaction signaling; TWEAK-stimulated Fn14 reporter cells, luciferase luminescence, 8 h; 2% of 360,000 active; inhibition, % at 10 µM; AID 1159606; in the data active = inhibition above about 50%
# NR5A2 inv ag = inverse agonists of human LRH-1 (NR5A2); 0.13% of 360,000 active; inhibition, % at 3.6 µM; O00482; HEK293T StAR-luciferase reporter, LRH-1 transfected, 24 h;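 active = inhibition above the mean inhibition of all tested compounds plus 3 SD, cut at about 73% in these data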;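 note: 0% = DMSO wells and 100% = reporter-only cells lacking LRH-1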
# Target sequence (O00482 whole entry, looked up): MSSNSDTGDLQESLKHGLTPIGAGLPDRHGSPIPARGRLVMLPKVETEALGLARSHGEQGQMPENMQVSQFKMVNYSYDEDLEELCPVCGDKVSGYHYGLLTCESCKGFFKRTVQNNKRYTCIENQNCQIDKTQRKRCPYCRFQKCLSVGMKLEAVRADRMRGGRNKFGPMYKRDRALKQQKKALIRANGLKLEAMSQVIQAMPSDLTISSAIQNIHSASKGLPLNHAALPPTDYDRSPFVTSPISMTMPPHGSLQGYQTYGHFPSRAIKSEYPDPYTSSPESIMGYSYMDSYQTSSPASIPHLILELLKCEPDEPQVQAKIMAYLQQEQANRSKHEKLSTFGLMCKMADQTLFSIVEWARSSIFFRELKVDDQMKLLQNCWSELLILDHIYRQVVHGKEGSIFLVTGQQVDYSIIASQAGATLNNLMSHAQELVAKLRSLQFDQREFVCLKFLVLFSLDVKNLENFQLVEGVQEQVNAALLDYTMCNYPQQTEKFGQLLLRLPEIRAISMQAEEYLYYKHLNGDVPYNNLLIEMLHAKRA
# NCOA2 inhibitor = human SRC2 (NCOA2) inhibition; Q15596; HEK293 GAL4-SRC2 luciferase reporter, luminescence; inhibition, % at 9 µM; 0.17% of 370,000 active;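 active = inhibition above the mean inhibition of all tested compounds plus 3 SD, set per campaign, cut at about 52% in these data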;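 note: 0% = DMSO treated cells and 100% = cells given Gossypol at 36 µM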
# Numbers without * were called inactive; / = not tested or not shown. The list is partial; rates above refer to the full screens.
compound	SRC1 inh	LMP1 NFkB inh	NOD2-RIPK2 inh	COUP-TFII inh	NCOA3 inh	TRAIL sens C8	TLR9-MyD88 inh	TROY NFkB inh	TWEAK-Fn14 inh	NR5A2 inv ag	NCOA2 inhibitor
CCCCNC(=S)N(CCO)Cc1cc2cc3c(cc2[nH]c1=O)OCCO3	-3	-4	-2	-9	4	-1	-4	-1	0	16	-29
OCC1CCCN(c2ncnc3scc(-c4ccccc4)c23)C1 (configuration not stated)	2	2	-3	14	17	-3	6	13	32	-1	28
Cc1cccc(N(C)C(=O)c2cc3cc4ccc(C)cc4nc3o2)c1	-26	8	-6	6	-22	-1	4	-59	2	-21	-25
O=c1oc2ccccc2c2[nH]ccc12	5	6	-6	-16	11	3	4	-2	10	2	19
COc1ccc(CCN=C(NS(=O)(=O)c2ccccc2)c2ccccc2)cc1OC	0	4	-5	5	7	-7	4	-2	-1	-1	6
COc1ccc2c(c1)oc(=O)c1c3ccccc3[nH]c21	-8	-38	-2	-3	-27	42	7	-55	2	-37	-64
CCN(CC)S(=O)(=O)c1ccc(Cl)c(C(=O)Nc2cc(C)nn2-c2ccccc2)c1	-6	9	-13	1	5	20	0	-2	-28	-5	12
COc1cnc(-c2ccccn2)nc1Sc1ccc(C)cc1	-15	16	-12	28	14	29	-5	-37	-2	15	-5
COc1ccc(-c2cc(C(=O)N3CCCCCC3)no2)cc1	-81	-15	-1	-48	-94	26	-2	-10	28	-135	-29
c1ccc([C@H]2CC3C[C@@H](c4ccccc4)N2O3)cc1	-14	0	-8	-10	9	5	-1	12	14	9	-5
N#Cc1ccc(-c2nc3ccc(Br)cc3c(=O)n2O)cc1	7	0	-3	-4	-3	15	-6	0	31	-4	17
Cc1ccc(C2(c3noc(CN(C)CC4CCCCO4)n3)CCCC2)cc1 (configuration not stated)	-21	-4	6	3	10	22	-7	-2	16	0	-23
CCOc1ccc(/C=N/NC(=O)c2cc(-c3ccco3)nc3ccccc23)cc1	4	-13	-5	-17	9	14	7	5	14	0	-38
COC(=O)c1cc2sccc2n1CC(=O)Nc1cc(OC)cc(OC)c1	-7	-3	-7	2	-5	-3	4	1	-7	-1	5
O=C(NC1CC1)C1CCCN(C(=O)Nc2ccc(F)cc2)C1 (configuration not stated)	6	1	0	-10	20	3	-7	-4	11	15	-5
O=C(OCCOc1ccccc1)c1cccc(S(=O)(=O)N2CCOCC2)c1	-6	0	-11	-5	-16	4	-5	-15	-1	-9	3
CCOC(=O)c1cc(-c2ccccc2)sc1NC(=O)C(C)Sc1nnc(C)s1 (configuration not stated)	12	-36	-5	-8	4	4	1	-16	-34	-3	0
O=C(COC(=O)/C=C/c1ccc([N+](=O)[O-])cc1)NC(=O)NC1CCCCC1	-15	4	1	-13	-10	-13	-6	15	-4	-13	4
CN(C)c1ccc(-c2cc(NC=O)c3ncc(-c4ccc(F)c(Cl)c4)n3c2)cc1	-3	/	12	1	0	-6	/	-7	-5	0	19
O=C(Oc1cccc(OC(=O)N2CCCCC2)c1)N1CCCCC1	-8	-7	10	7	-1	-5	2	2	5	3	6
CC(C)(C)C(=O)N=C1SC2CS(=O)(=O)CC2N1c1ccc2c(c1)OCO2 (configuration not stated)	4	3	-6	0	5	3	-1	-2	1	2	-2
N/C(=N\OC(=O)c1cnn(-c2ccccc2)c1C(F)(F)F)c1cc(C(F)(F)F)cc(C(F)(F)F)c1	/	-3	/	-16	/	17	12	20	-19	/	-20
CN1CCC(N(C)CC(C)(C)NS(=O)(=O)c2ccccc2)CC1	-2	-11	-23	-1	12	-2	-1	0	-5	8	-12
CCCOc1cccc(-c2cc(C(=O)N/N=C/c3ccccn3)c3ccccc3n2)c1	2	15	-4	19	-8	38	4	41	94*	14	-165
C[C@H](CO)N1C[C@H](C)[C@H](CN(C)C(=O)Cc2ccccc2)OCc2cnnn2CCCC1=O	8	1	-7	-11	-1	8	2	8	11	7	-9
Nc1nc2n(n1)C(c1ccco1)CC(c1ccc(Cl)c(Cl)c1)N2 (configuration not stated)	4	-5	-7	6	4	-16	-1	-11	10	-20	0
CCc1ccc(NC(=O)CSc2nnc(-c3n[nH]c4ccccc34)n2-c2ccccc2)cc1	-3	9	1	-7	17	-9	7	19	-3	28	28
Cc1nnc(N/N=C/c2ccco2)n1N	10	-5	-7	2	7	-9	-4	-14	9	22	3
CCN1CCCC1CNC(=O)c1cc([N+](=O)[O-])c(N(C)C)cc1OC (configuration not stated)	11	-4	-5	4	3	5	-8	-10	4	5	3
c1ccc2c(c1)OC1OC2Oc2ccccc21	0	-4	-1	/	0	11	-3	-12	1	-1	/

# In a second layout: results already given
# Under each structure – SRC1 inh, LMP1 NFkB inh, NOD2-RIPK2 inh, COUP-TFII inh, NCOA3 inh, TRAIL sens C8, TLR9-MyD88 inh, TROY NFkB inh, TWEAK-Fn14 inh, NR5A2 inv ag, NCOA2 inhibitor
N/C(=N\OC(=O)c1cnn(-c2ccccc2)c1C(F)(F)F)c1cc(C(F)(F)F)cc(C(F)(F)F)c1
    /, -3, /, -16, /, 17, 12, 20, -19, /, -20
CN1CCC(N(C)CC(C)(C)NS(=O)(=O)c2ccccc2)CC1
    -2, -11, -23, -1, 12, -2, -1, 0, -5, 8, -12

# Next entries follow.
compound	SRC1 inh	LMP1 NFkB inh	NOD2-RIPK2 inh	COUP-TFII inh	NCOA3 inh	TRAIL sens C8	TLR9-MyD88 inh	TROY NFkB inh	TWEAK-Fn14 inh	NR5A2 inv ag	NCOA2 inhibitor
O=C(c1ccco1)N1CCCN(Cc2nc(Cc3ccccc3)no2)CC1	-7	-1	-9	-2	-2	-2	3	-17	9	-7	-24
COc1ccc(OC)c(N(CC(=O)N2CCCCC2)S(=O)(=O)c2ccc(OC)c(OC)c2)c1	7	9	-5	3	17	-1	0	4	-18	11	17
CC(C)CN(C(=O)COC(=O)c1ccc2c(c1)OCO2)c1c(N)n(Cc2ccccc2)c(=O)[nH]c1=O	-4	-2	-1	-12	-17	3	4	-11	7	6	21
O=C(C(NS(=O)(=O)c1cccs1)c1ccccc1)N1CCN(c2ccccc2F)CC1 (configuration not stated)	10	-2	5	-25	-12	7	5	-16	6	1	1
CC1CC(C)CN(S(=O)(=O)N2CCC(C(=O)NCc3ccco3)CC2)C1 (configuration not stated)	7	2	3	1	-10	-2	8	1	6	3	-2
CCOc1ccc(NC(=O)C2CCCN2S(=O)(=O)c2ccc3c(c2)C(C)(C)C(=O)N3C)cc1 (configuration not stated)	-7	-5	-2	13	-26	-10	10	-10	-11	-3	1
NS(=O)(=O)c1ccc(CCN2C(=O)CCC2=O)cc1	-12	-4	-1	-2	6	12	3	-13	9	0	16
O=C(COC(=O)/C=C/c1ccc(Cl)cc1)NCCc1ccccc1	12	4	6	-2	10	-1	-3	5	5	7	-23
Cc1ccccc1-n1c(SCC(=O)N2CCOCC2)nc(O)cc1=O	-4	-2	-1	-12	3	-13	-3	8	7	11	-1
O=C(CNC(=O)c1cccc(OC(F)F)c1)Nc1ccc(Cl)cc1	-22	-11	-4	1	1	-2	-12	7	-4	2	2
CCOC(=O)c1c2c(c(=S)n(-c3ccccc3)c1N)CCC2	-12	-24	-6	7	11	-4	-8	-38	4	-6	20
Cc1ccc(-c2ccc(/C=N/n3cnnc3)o2)cc1	-1	2	-2	9	-5	-13	-7	-9	-2	-2	22
CCCCn1c(N)c(N(CCOC)C(=O)COC(=O)COc2c(C)cc(C)cc2C)c(=O)[nH]c1=O	-2	-2	5	13	14	-4	-13	1	-2	11	-10
CS/C(=C\[N+](=O)[O-])Nc1ccccc1	-10	-9	0	5	-5	-10	-2	-12	-4	20	-10
CCn1c2ccccc2c2cc(NC(=O)N3CCOCC3)ccc21	-69	-18	-4	-18	-36	-14	4	-26	-52	-65	-28
O=C(NC1CCCCC1)c1ccc(N2CCCC2=O)cc1	-50	-5	0	-8	-4	13	-1	-33	-35	-39	-41
O=C(Nc1ccc(-c2noc(COc3ccccc3Cl)n2)cc1)c1ccco1	-90	-14	-3	-24	-61	25	9	22	-1	-126	-24
Cc1ccc([C@@H]2[C@@H]3C(=O)N(c4ccccc4)C(=O)[C@@H]3[C@]3(Cc4ccccc4)C(=O)N(CC4CC4)CC(=O)N23)o1	-2	-8	4	-2	-4	-19	4	8	1	0	17
COCCOc1cc(N2C(=O)CSCC2=O)c(Cl)cc1Cl	17	-14	-9	-1	5	-8	4	-14	-15	1	2
CN(CC(=O)Nc1ccc(Cl)c(C(F)(F)F)c1)Cc1cc(=O)n2ccsc2n1	-14	-10	5	0	13	-11	-2	21	10	-5	9
COc1ccc(CNC(=O)C(c2ccco2)N(C(=O)c2ccccn2)c2ccccc2)cc1 (configuration not stated)	-6	-7	1	4	2	4	5	-15	6	-20	-6
CC(C)Cn1c(SC(C)C(=O)Nc2ccc3c(c2)OCCO3)nc2ccccc2c1=O (configuration not stated)	5	16	2	0	3	30	-10	7	15	8	22
Cc1ccc(/C=N/NC(=O)CNC(=O)Cc2ccccc2)o1	2	6	6	-8	14	3	7	-12	0	-17	-7
O=c1c2cn(Cc3ccc(F)cc3)c3ccccc3c-2nn1Cc1ccc(F)cc1	-5	-7	1	12	-12	0	7	-11	-22	-2	16
COc1ccc(-c2cc(C(=O)NC(Cc3cc4ccccc4[nH]3)C(=O)O)c(C)o2)cc1OC (configuration not stated)	-9	-23	1	-16	-13	6	-5	4	-9	-34	-3
Cc1cc(C)n2cc(CSc3nnc(-c4ccccc4)c(-c4ccccc4)n3)nc2n1	-13	-2	-3	15	-13	-13	1	9	15	14	-12
Cc1c(C(=O)NCC(C)(C)N2CCOCC2)oc2ccccc12	-26	2	1	-13	21	-7	-10	-4	-6	-14	17
Cn1cnc(C(F)(F)F)c1-c1ccc([N+](=O)[O-])cc1	-10	0	2	13	9	-17	-4	16	11	-1	4
Oc1[nH]c2ccccc2c1N=Nc1c(F)c(F)c(C(F)(F)F)c(F)c1F	-2	0	-4	-8	7	-11	6	-24	-7	-12	-2
CCC(=O)Nc1ccc2ccccc2c1	-8	5	-11	2	-6	-4	-1	-44	-32	-8	-11
Cc1ccc(NC(=O)COC(=O)c2ccc3c(c2)OCO3)c(C)c1	18	-2	4	4	17	-11	0	10	-18	6	7
CCOc1ccc(C(=O)CCC(=O)N2CCN(c3ccc(O)cc3)CC2)cc1	-33	-11	-1	17	17	7	1	7	16	-4	-4
CCCCC(=O)N/C(N)=N/c1nc2ccccc2o1	-87	-29	6	-58	-70	21	-7	-39	-14	-178	-35
Nn1cnnc1SCC(=O)Nc1ccc2c(c1)OCO2	-5	7	10	/	14	-1	4	-16	7	2	/
C/C(=N\N=c1/sc2ccccc2n1C)c1ccc(N2CCOCC2)cc1	-24	-7	2	-3	4	4	-2	-36	-18	3	5
O=C(NCc1ccc2c(c1)OCO2)C1CC(=O)N(CCc2ccccc2)C1 (configuration not stated)	3	-4	4	16	6	-15	-1	-7	9	5	27
O=C(NCc1cccs1)c1cc(S(=O)(=O)N2CCOCC2)ccc1N1CCCC1	-9	-5	0	-31	0	8	-4	3	3	0	7
Cn1c(=O)cc(SCC(=O)NCC2CCCO2)c2ccccc21 (configuration not stated)	9	-2	-10	-3	7	-3	-5	11	5	3	-2
